Assay outcomes from PubChem.
STAT1 act: increases IFN-gamma driven STAT1 reporter signal; NIH 3T3 STAT1-luciferase reporter, luminescence; 100% = IFN-gamma alone, no compound; activation (% of control), % at 5.5 µM; 200,000 tested, 2.6% active; AID 932;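 active = activation above the screen-wide mean activation plus 3 SD, cut at about 130% in these data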;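 note: raw ratio to IFN-gamma control signal so 100% means no change and 0% no light; values of inactives mirror those of a sister screen read the other way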
NF-kB expr up: raises NF-kB expression in human neuronal cells. fold change at 12.5 µM. NF-kB reporter expression; active compounds read high. AID 1239. 190,000 tested, 1.6% active; in the data active = fold change above about 3.3
FLuc stim CS: affects firefly luciferase, flagging false hits in luciferase stimulation screens; P08659; ATPlite luciferase biochemical, luminescence, 10 min; 0 = ATP-free wells, 1 = DMSO control; activation factor at 10 µM; 200,000 tested, under 10 active; AID 1027;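 active = luciferase activation factor, scaled between plate controls, of at least 2 with compound at 10 µM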
Target sequence (P08659 whole entry, looked up): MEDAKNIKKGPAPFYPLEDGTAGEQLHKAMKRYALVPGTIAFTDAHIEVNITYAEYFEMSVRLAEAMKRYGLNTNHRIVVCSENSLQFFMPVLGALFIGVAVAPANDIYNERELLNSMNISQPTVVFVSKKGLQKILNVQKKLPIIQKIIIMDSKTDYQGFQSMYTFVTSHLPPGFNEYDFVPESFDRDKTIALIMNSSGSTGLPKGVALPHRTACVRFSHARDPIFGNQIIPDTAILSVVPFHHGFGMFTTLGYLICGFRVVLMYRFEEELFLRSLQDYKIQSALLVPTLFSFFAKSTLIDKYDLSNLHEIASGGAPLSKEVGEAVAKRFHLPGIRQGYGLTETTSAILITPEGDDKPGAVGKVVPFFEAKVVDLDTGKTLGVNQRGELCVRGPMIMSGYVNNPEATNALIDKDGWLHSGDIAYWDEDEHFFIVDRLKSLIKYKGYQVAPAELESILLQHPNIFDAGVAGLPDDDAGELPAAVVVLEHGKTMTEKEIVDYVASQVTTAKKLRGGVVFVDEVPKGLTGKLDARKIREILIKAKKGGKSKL
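Assay system: Luciferase/luciferin reagent mix; Medium: PBS as buffer for the ATP substrate; Dosing: test compounds dosed from 2 mM stocks in 100% DMSO; Times: 10 min, room temperature; Signal: luminescence from luciferase reaction; Read-out: luciferase activation; Controls: No-ATP low control, compound-free enzyme-plus-ATP high control.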
G6PDH counter: inhibits Leuconostoc G6PDH, flagging false hits in G6PDH-based assays; Purified L. mesenteroides G6PDH, diaphorase/resazurin coupled fluorescence, 45 min; inhibition, % at 5 µM; 200,000 tested, 0.12% active; AID 1020; in the data active = inhibition above about 50%
Hsp70 activator: switches on Hsp70 transcription | HeLa Hsp70 promoter luciferase reporter, luminescence; scaled: vehicle 0, proteasome-inhibitor control 100% | activation, % at 10 µM | 200,000 tested, 0.04% active | AID 1203;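 active = activation above the mean across all tested compounds plus 3 SD, cutoff set per campaign, cut at about 5.5% in these data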;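 note: 100% = MG132 at 30 µM as the positive control and 0% = DMSO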
FLuc inhib CS: inhibits firefly luciferase, flagging false hits in luciferase inhibition screens. inhibition, % at 10 µM. ATPLite firefly luciferase biochemical luminescence, 10 min. AID 1006. 200,000 tested, 1.5% active. P08659;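 active = inhibition above about 50% when tested at 10 µM, limit read from the data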
APP 5'UTR act: APP 5'UTR luciferase reporter activation; SH-SY5Y APP 5'UTR luciferase reporter, luminescence; zero percent = DMSO vehicle wells; activation, % at 2 µM; 190,000 tested, 1% active;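 active = activation above a set limit, based on mean plus 3 SD of controls, cut at about 140% in these data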; note: values of inactives mirror those of a sister screen read the other way
Redox H2O2 prof: compounds producing H2O2 with reducing agent – biochemical, NIH compound library profiling, artefact control for MLSCN library redox annotation, primary screen | activation, % at 10 µM | AID 878 | DTT-dependent redox cycling H2O2, phenol red/HRP absorbance; 100% = 100 µM peroxide control, 0% = buffer | 200,000 tested, 0.03% active;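 active = activation of at least 50% relative to the plate's high and low controls in the primary single-dose screen; inactive = activation below 50%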;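 note: compound incubated with DTT at 0.8 mM final as the reducing agent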
APP transl inh: APP translation inhibition; SH-SY5Y APP 5'UTR-luciferase reporter, luminescence; inhibition, % at 2 µM; 190,000 tested, 0.82% active; AID 1285;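 active = inhibition above a set limit, derived from the sample mean plus 3 SD, cut at about 45% in these data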; note: values of inactives mirror those of a sister screen read the other way
Efa HMGR inh: E. faecalis class II HMG-CoA reductase inhibition; purified E. faecalis HMGR, NADPH absorbance 340 nm kinetic; inhibition, % at 10 µM; 190,000 tested, 0.41% active;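 active = inhibition above a set limit, the median over all tested compounds plus 3 SD, cut at about 9.5% in these data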;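 note: enzyme runs in reverse so mevalonate oxidation gives rising NADPH absorbance; 0% = complete reaction with DMSO and 100% = background rate lacking mevalonate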
Starred values were filed as active, the others as inactive.

How did Cc1nc2sc(C(c3ccco3)N3CCN(C(c4ccccc4)c4ccccc4)CC3)c(O)n2n1 (stereo unspecified) do in these assays?
STAT1 act: 96; FLuc stim CS: 1; G6PDH counter: -11; Hsp70 activator: -0.1; FLuc inhib CS: 4; APP 5'UTR act: 3; Redox H2O2 prof: -0.4; APP transl inh: -3

Results for COc1ccc(C(C(=O)NC2CCCC2)N(Cc2ccc(F)cc2)C(=O)c2ccn[nH]2)cc1OC (stereo unspecified) ?
STAT1 act: 96; NF-kB expr up: 0.85; FLuc stim CS: 1.1; G6PDH counter: 8; Hsp70 activator: -0.2; FLuc inhib CS: -6; APP 5'UTR act: 6; Redox H2O2 prof: 0.6; APP transl inh: -6; Efa HMGR inh: -3

Results for CCN1C2=NCCCN2c2cc(C)c(C)cc21 ?
STAT1 act: 92; NF-kB expr up: 1.1; FLuc stim CS: 1; G6PDH counter: 0; Hsp70 activator: -0.4; FLuc inhib CS: -1; APP 5'UTR act: 1; Redox H2O2 prof: 1.6; APP transl inh: -1; Efa HMGR inh: -13

What do the screens show for `CC(C)CNCC(=O)N1c2ccccc2Sc2ccccc21`?
STAT1 act: 97; NF-kB expr up: 0.83; FLuc stim CS: 1; G6PDH counter: 2; Hsp70 activator: -0.3; FLuc inhib CS: -2; APP 5'UTR act: 17; Redox H2O2 prof: 2.7; APP transl inh: -17; Efa HMGR inh: -4

What do the screens show for `Cc1ccc(C)c(-c2csc(NC(=O)c3cnccn3)n2)c1`?
STAT1 act: 93; NF-kB expr up: 1.1; FLuc stim CS: 1.1; G6PDH counter: -2; Hsp70 activator: 0.0; FLuc inhib CS: -5; APP 5'UTR act: -12; Redox H2O2 prof: -0.1; APP transl inh: 12; Efa HMGR inh: 1

What do the screens show for `c1ccc2oc(-c3[nH]ncc3CN3CCSCC3)cc2c1`?
STAT1 act: 103; NF-kB expr up: 1.1; FLuc stim CS: 1.1; G6PDH counter: 6; Hsp70 activator: 0.2; FLuc inhib CS: -11; APP 5'UTR act: 13; Redox H2O2 prof: 0.9; APP transl inh: -13; Efa HMGR inh: -8

Results for COc1ccc(CSCC(=O)Nc2ccccc2SC)cc1 ?
STAT1 act: 93; NF-kB expr up: 1.1; FLuc stim CS: 1.1; G6PDH counter: 7; Hsp70 activator: -0.7; FLuc inhib CS: -6; APP 5'UTR act: -1; Redox H2O2 prof: 0.3; APP transl inh: 1; Efa HMGR inh: 2

Results for CCOC(=O)C(CCCOc1ccccc1)C(=O)OCC ?
STAT1 act: 96; NF-kB expr up: 1.2; FLuc stim CS: 1; G6PDH counter: 4; Hsp70 activator: -0.1; FLuc inhib CS: 0; APP 5'UTR act: -1; Redox H2O2 prof: 0.4; APP transl inh: 1; Efa HMGR inh: -3

Results for CCCCOC(=O)C(C)Nc1n[nH]c(=S)[nH]c1=O (stereo unspecified) ?
STAT1 act: 101; NF-kB expr up: 0.94; FLuc stim CS: 1.1; G6PDH counter: 17; Hsp70 activator: 1.1; FLuc inhib CS: -9; APP 5'UTR act: 8; Redox H2O2 prof: 0.2; APP transl inh: -8; Efa HMGR inh: 2

Results for CC1(C)CC(CC(=O)NNc2nc(-c3ccccc3)cs2)C(=O)O1 (stereo unspecified) ?
STAT1 act: 89; NF-kB expr up: 0.81; FLuc stim CS: 1.1; G6PDH counter: 8; Hsp70 activator: -0.5; FLuc inhib CS: -10; APP 5'UTR act: -21; Redox H2O2 prof: -0.2; APP transl inh: 21; Efa HMGR inh: -5

How did O=C(CSC1CC(=O)N(c2ccc(C(=O)O)cc2)C1=O)Nc1ccc(Cl)cc1 (stereo unspecified) do in these assays?
STAT1 act: 98; NF-kB expr up: 1.2; FLuc stim CS: 1; G6PDH counter: -4; Hsp70 activator: -0.2; FLuc inhib CS: -5; APP 5'UTR act: 23; Redox H2O2 prof: 0.1; APP transl inh: -23; Efa HMGR inh: -1

How did COC(=O)C1CCN(C(=O)Cc2ccc(OC)c(OC)c2)CC1 do in these assays?
STAT1 act: 99; NF-kB expr up: 0.98; FLuc stim CS: 1; G6PDH counter: 5; Hsp70 activator: -0.5; FLuc inhib CS: 1; APP 5'UTR act: 21; Redox H2O2 prof: 3.3; APP transl inh: -21; Efa HMGR inh: 1

What do the screens show for `O=C(OCc1cc(=O)n2cc(Br)ccc2n1)c1ccc(Cl)c(S(=O)(=O)NCc2ccccc2)c1`?
STAT1 act: 98; NF-kB expr up: 0.74; FLuc stim CS: 1.1; G6PDH counter: -7; Hsp70 activator: -0.4; FLuc inhib CS: -8; APP 5'UTR act: -2; Redox H2O2 prof: 6.8; APP transl inh: 2; Efa HMGR inh: 3

What do the screens show for `Cc1nc(CSc2nsc(/C=C/N(C)C)c2C#N)cs1`?
STAT1 act: 106; NF-kB expr up: 1.3; FLuc stim CS: 0.9; G6PDH counter: -8; Hsp70 activator: -0.5; FLuc inhib CS: 12; APP 5'UTR act: -9; Redox H2O2 prof: -0.5; APP transl inh: 9; Efa HMGR inh: 0

What do the screens show for `CCCCCCCCCn1cc(C(C)=O)c(=O)[nH]c1=O`?
STAT1 act: 91; NF-kB expr up: 0.79; FLuc stim CS: 1.1; G6PDH counter: 5; Hsp70 activator: 0.2; FLuc inhib CS: -7; APP 5'UTR act: 4; Redox H2O2 prof: -4.9; APP transl inh: -4; Efa HMGR inh: -5

Fetched by compound from the list above (two):
Results for CC1(C)CC(CC(=O)NNc2nc(-c3ccccc3)cs2)C(=O)O1 (stereo unspecified) ?
STAT1 act: 89; NF-kB expr up: 0.81; FLuc stim CS: 1.1; G6PDH counter: 8; Hsp70 activator: -0.5; FLuc inhib CS: -10; APP 5'UTR act: -21; Redox H2O2 prof: -0.2; APP transl inh: 21; Efa HMGR inh: -5

Results for CCN1C2=NCCCN2c2cc(C)c(C)cc21 ?
STAT1 act: 92; NF-kB expr up: 1.1; FLuc stim CS: 1; G6PDH counter: 0; Hsp70 activator: -0.4; FLuc inhib CS: -1; APP 5'UTR act: 1; Redox H2O2 prof: 1.6; APP transl inh: -1; Efa HMGR inh: -13

Next part
What do the screens show for `O=C(CSc1ccc(F)cc1)NC12CC3CC(CC(C3)C1)C2`?
STAT1 act: 118; NF-kB expr up: 1; FLuc stim CS: 1; G6PDH counter: 9; Hsp70 activator: -0.3; FLuc inhib CS: 0; APP 5'UTR act: 15; Redox H2O2 prof: 0.1; APP transl inh: -15; Efa HMGR inh: -6

How did CCOC(=O)c1cccc(NC(=O)c2cccnc2)c1 do in these assays?
STAT1 act: 81; NF-kB expr up: 1; FLuc stim CS: 1; G6PDH counter: 5; Hsp70 activator: 1.0; FLuc inhib CS: -1; APP 5'UTR act: 12; Redox H2O2 prof: 0.2; APP transl inh: -12; Efa HMGR inh: -3

What do the screens show for `COC(=O)c1ccc(O)c(Sc2cc(C(=O)OC)ccc2O)c1`?
STAT1 act: 101; NF-kB expr up: 0.95; FLuc stim CS: 1; G6PDH counter: -2; Hsp70 activator: 0.1; FLuc inhib CS: -3; APP 5'UTR act: 0; Redox H2O2 prof: 0.9; APP transl inh: 0; Efa HMGR inh: 0

What do the screens show for `Cc1ccc(-n2nc3c(c2NC(=O)c2ccc4c(c2)OCO4)CSC3)cc1`?
STAT1 act: 99; NF-kB expr up: 1.2; FLuc stim CS: 1.1; G6PDH counter: 2; Hsp70 activator: -0.5; FLuc inhib CS: -6; APP 5'UTR act: 0; Redox H2O2 prof: 1.7; APP transl inh: 0; Efa HMGR inh: -1

What do the screens show for `COc1ccccc1NC(=S)NNC(=O)c1ccccc1`?
STAT1 act: 116; Hsp70 activator: 0.1; APP 5'UTR act: 46; Redox H2O2 prof: 2.9; APP transl inh: -46

How did COc1ccc(NS(=O)(=O)c2ccc(NC(=S)NC(=O)/C=C/c3ccccc3)cc2)nn1 do in these assays?
STAT1 act: 95; NF-kB expr up: 1.2; FLuc stim CS: 1.1; G6PDH counter: -13; Hsp70 activator: -0.5; FLuc inhib CS: -9; APP 5'UTR act: -7; Redox H2O2 prof: -0.2; APP transl inh: 7; Efa HMGR inh: 0

How did FC(F)(F)c1cnc(/C=C/Nc2ccccc2Cl)c(Cl)c1 do in these assays?
STAT1 act: 82; NF-kB expr up: 1.1; FLuc stim CS: 1; G6PDH counter: 7; Hsp70 activator: -0.3; FLuc inhib CS: -3; APP 5'UTR act: -13; Redox H2O2 prof: -7.5; APP transl inh: 13; Efa HMGR inh: -5

How did CCn1c(-c2cc(C3CC3)nc3ccccc23)n[nH]c1=S do in these assays?
STAT1 act: 102; NF-kB expr up: 0.95; FLuc stim CS: 1.1; G6PDH counter: -1; Hsp70 activator: -0.4; FLuc inhib CS: -7; APP 5'UTR act: 3; Redox H2O2 prof: -0.1; APP transl inh: -3; Efa HMGR inh: -5

How did O=C(Nc1ccccn1)c1cccs1 do in these assays?
STAT1 act: 113; NF-kB expr up: 1.9; FLuc stim CS: 1; G6PDH counter: 6; Hsp70 activator: -0.2; FLuc inhib CS: 2; APP 5'UTR act: 35; Redox H2O2 prof: 0.1; APP transl inh: -35; Efa HMGR inh: 2

How did CCOC(=O)CNC(=O)CSc1nc(-c2cccc(C)c2)ns1 do in these assays?
STAT1 act: 94; FLuc stim CS: 0.9; G6PDH counter: -3; Hsp70 activator: -0.2; FLuc inhib CS: 7; APP 5'UTR act: 6; Redox H2O2 prof: -0.7; APP transl inh: -6; Efa HMGR inh: -6

What do the screens show for `Cc1cccn2c(=O)c3cc(C(=O)NCC4CCCO4)c(=N)n(Cc4cccnc4)c3nc12` (stereo unspecified)?
STAT1 act: 90; NF-kB expr up: 0.91; FLuc stim CS: 1.1; G6PDH counter: -6; Hsp70 activator: -0.2; FLuc inhib CS: -8; APP 5'UTR act: 39; Redox H2O2 prof: -0.3; APP transl inh: -38; Efa HMGR inh: -1

How did CC1CCCCN1CCNC(=O)c1cc2c(-c3ccccc3F)nn(C)c2s1 (stereo unspecified) do in these assays?
STAT1 act: 97; NF-kB expr up: 0.75; FLuc stim CS: 1.1; G6PDH counter: 5; Hsp70 activator: 0.1; FLuc inhib CS: -8; APP 5'UTR act: -4; Redox H2O2 prof: -1.8; APP transl inh: 4; Efa HMGR inh: -3

Results for CCOC(=O)N1CCN(CCC(=O)Nc2ccc(C)c(Br)c2)CC1 ?
STAT1 act: 104; NF-kB expr up: 1.1; FLuc stim CS: 1; G6PDH counter: 8; Hsp70 activator: -0.5; FLuc inhib CS: 1; APP 5'UTR act: -2; Redox H2O2 prof: 0.0; APP transl inh: 2; Efa HMGR inh: -6

What do the screens show for `COc1ccc(/C=C/C(=O)NCCC(=O)N2CCCN(C)CC2)cc1`?
STAT1 act: 104; NF-kB expr up: 1.1; FLuc stim CS: 0.9; G6PDH counter: 9; Hsp70 activator: -0.1; FLuc inhib CS: 12; APP 5'UTR act: 1; Redox H2O2 prof: 0.4; APP transl inh: -1; Efa HMGR inh: 3

Results for O=C(CCS(=O)(=O)c1ccc(Br)cc1)N1CCN(c2ccccc2)CC1 ?
STAT1 act: 91; NF-kB expr up: 1; FLuc stim CS: 1; G6PDH counter: -3; Hsp70 activator: -0.2; FLuc inhib CS: 0; APP 5'UTR act: 5; Redox H2O2 prof: -3.6; APP transl inh: -6; Efa HMGR inh: -3

How did O=C(OCC(=O)N1CCc2ccccc21)c1nc(Cl)ccc1Cl do in these assays?
STAT1 act: 92; NF-kB expr up: 1.3; FLuc stim CS: 0.9; G6PDH counter: -4; Hsp70 activator: -0.1; FLuc inhib CS: 13; APP 5'UTR act: 4; Redox H2O2 prof: -1.9; APP transl inh: -4; Efa HMGR inh: -2
